Autophagy HCS – autophagy modulation, high-content screen; MEF GFP-LC3 puncta imaging; test concentration mostly 10 µM; calls only at 10 µM (by protocol); actives 0.98% (n = 190,000);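 active means percentage of spot-positive cells more than 3 SD above its plate mean, without a fluorescence outlier flag or 80% toxicity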;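 further: spot-positive cell cutoff set from DMSO-treated cells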
Hep lipid drop – modulators of hepatic lipid droplet formation. AML12 mouse hepatocytes, oleate lipid droplets, BODIPY imaging. inhibition, % at 6.5 µM. actives 0.4% (n = 240,000);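 active means lipid droplet intensity inhibited by at least 50%, with more than 500 cells counted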
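Assay system: AML12 mouse liver cells | Compound dosing: One dose, 6.5 µM compound | Read-out basis: Droplet intensity reduction, % inhibition | Measured by: Fluorescence imaging, 20x objective, two fields per well | Schedule: Overnight treatment with compound plus oleate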
MT stabilize HCS – microtubule stabilization, imaging screen | HeLa tubulin immunostaining HCS, 24 h; share of cells brighter than vehicle mean+2SD | % tubulin-high responders, % at 10 µM | actives 0.83% (n = 200,000) | AID 2205;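 active means plate Z-score above 3 for both tubulin-high and condensed-nucleus cell shares, with cell loss under 80%, at 10 µM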;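 further: anti alpha tubulin signal scored within the nucleus-defined area of each cell; some results filed as inactive read as strong as hits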
Yfh1-off respiration – enhancers of respiration in Yfh1-depleted yeast, dose response, Friedreich's ataxia, plus single-dose screen (AID 1465); S. cerevisiae Yfh1-off respiration, WST-1 reduction, 72 h; higher fold induction means a stronger effect; actives 0.074% (n = 220,000); fold induction at 50 µM, or EC50 in µM where a hit was titrated;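 active means fold induction of absorbance versus untreated yeast above a set limit, then at least 30% activation at any dose in follow-up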;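 further: activators that raise dye reduction in frataxin-depleted yeast; strong numbers were not always called active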
WT yeast gro inh – growth inhibition of WT yeast, mitochondrial fusion screen. inhibition, % at 10 µM. actives 2.1% (n = 190,000). mitochondrial fusion phenotypic screen, WT strain; in the data active means inhibition above about 58%; tested in S. cerevisiae
Dynein transport – blocks dynein driven cargo transport along microtubules | actives 0.47% (n = 220,000) | z-score, hits read low | 3617.4 mouse cells, GR-EGFP nuclear translocation imaging; test concentration mostly 20 µM; stimulated with dexamethasone, 1 µM; active compounds read low;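 active means plate z-score of nuclear minus cytoplasmic receptor signal below a set negative limit, without overly bright fluorescence or cell loss, cut at about -3.5 in these data, passing the limit was not always enough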;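 further: z-score of nuclear minus cytoplasmic ring GR-EGFP intensity difference per well; some compounds called inactive have numbers as strong as hits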
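medium = tetracycline-free induction medium containing charcoal-stripped FBS | probe or stimulus = dexamethasone, 1.0 µM final | timing = 48 h induction, then 1 h compound, then 30 min agonist, 37 °C | detection = automated 10x imaging of fixed Hoechst-stained cells | read-out basis = nuclear versus cytoplasmic GR-EGFP signal, averaged per well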
b-catenin transl – beta-catenin nuclear translocation modulation; HeLa beta-catenin nuclear translocation, immunofluorescence imaging; nuclear translocation activity, % at 5 µM; actives 0.3% (n = 190,000); AID 1665;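 active means nuclear translocation activity above 50% at 5 µM, with a well cell count of 50 or more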;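 further: per-cell ratio of nuclear to cytoplasmic median beta-catenin stain intensity; plate controls were DMSO negative control for no effect and GSK-3 inhibitor IX positive control for full effect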
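test system = HeLa cells, endogenous beta-catenin | dosing = single 5 µM dose plus 0.02–20 µM confirmation series | times = compound treatment 24 h, 37°C, 5% CO2 | technique = beta-catenin immunofluorescence imaging with DAPI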
Insulin prom up – MIN6 insulin promoter up-regulation. MIN6 insulin promoter-GFP reporter, high-content imaging; active compounds read high. z-score at 5 µM. actives 0.3% (n = 190,000);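 active means z-score above 3 at 5 µM with at least 500 cells counted in the well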
NOD2 inhibition – inhibition of NOD2-driven NF-kB reporter – cell-based, luminescence, uHTS, HEK293 (AID 1566). HEK293 NOD2/NF-kB luciferase reporter, luminescence; higher % means a stronger effect. one-dose inhibition, % at 4 µM; EC50 in µM for titrated hits. actives 0.63% (n = 290,000); in the data active means inhibition above about 50%; further: many of its hits are not listed in these tables
WT yeast gro inh mutant strain – further read-out of WT yeast gro inh, marked with its call; inhibition, %; mitochondrial fusion phenotypic screen, mutant strain inhibition
Dynein transport cytoplasmic EGFP – second read-out of Dynein transport, no call of its own (marks repeat the call); z-score; measured here: cytoplasmic GR-EGFP intensity; active compounds read high
Dynein transport nuclear GR-EGFP – second read-out of Dynein transport, no call of its own (marks repeat the call); z-score; measured here: nuclear GR-EGFP intensity;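 lower value marks the stronger effect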
Dynein transport cell count – also measured in Dynein transport; calls as there; z-score; measured here: cell count per field
Insulin prom up cell count – further read-out of Insulin prom up, marked with its call; cell count; measured here: cytotoxicity, nuclei count;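 total cells summed across four imaged fields per well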
Hep lipid drop cells 6.5 µM – also measured in Hep lipid drop; calls as there; cell count; measured here: cell count, cytotoxicity flag;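 cells counted across two imaged fields per well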
b-catenin transl cell count 5 µM – further read-out of b-catenin transl, marked with its call; cell count; measured here: cell count, cytotoxicity flag
MT stabilize HCS Hoechst-high % – further read-out of MT stabilize HCS, marked with its call; % Hoechst-high responders; measured here: nuclear condensation Hoechst responders;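 share of cells brighter than vehicle mean plus two SD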
MT stabilize HCS cytotoxicity % – second read-out of MT stabilize HCS, no call of its own (marks repeat the call); toxicity, %; measured here: cytotoxicity by cell density;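 0% = mean cell density of plate MIN control wells and 100% = no cells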
Autophagy HCS cell loss 18 h – second read-out of Autophagy HCS, no call of its own (marks repeat the call); toxicity, %; measured here: cell loss, nuclei count;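 cell loss after 18 h compound exposure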
An asterisk follows results filed as active; i = inactive; / = not tested or not shown.

Under each structure – Autophagy HCS	Autophagy HCS cell loss 18 h	Hep lipid drop	Hep lipid drop cells 6.5 µM	MT stabilize HCS	MT stabilize HCS Hoechst-high %	MT stabilize HCS cytotoxicity %	Yfh1-off respiration	WT yeast gro inh	WT yeast gro inh mutant strain	Dynein transport	Dynein transport cytoplasmic EGFP	Dynein transport nuclear GR-EGFP	Dynein transport cell count	b-catenin transl	b-catenin transl cell count 5 µM	Insulin prom up	Insulin prom up cell count	NOD2 inhibition
Cc1ccc(/C=C/c2nnc(-c3ccccc3)o2)cc1
  i	15.4	/	/	1.9	1.7	11.0	i	8.4	11.6	-0.258	-0.227	0.481	0.464	-2.6	1425	1.04	1501	-200.0%
Cc1nc2ccc(F)cc2cc1C(=O)Nc1ccc(Cl)c(Cl)c1
  i	5.2	-2.3	666	2.9	2.1	6.8	i	9.2	19.5	0.328	-0.16	0.33	0.719	0.2	957	/	/	10.3%
COc1ccc(/C=N/N2CCN(C)CC2)c(OC)c1OC
  i	2.9	3.2	703	3.4	3.3	0.7	i	11.3	8.2	1.43	-0.0705	1	-1.59	-5.7	1163	0.58	1287	11.6%
Cn1c(-c2ccccc2)cnc1SCC(N)=O
  i	-12.9	/	/	2.9	2.2	3.4	i	/	/	-0.532	0.554	-0.116	0.568	2.2	718	0.32	1166	21.6%
CCCCN(CC)C(=O)/C=C/c1cccc([N+](=O)[O-])c1
  i	14.8	/	/	1.9	1.9	5.8	i	-12.1	-6.4	0.0498	-0.208	-0.293	0.164	-3.8	1402	0.19	1361	0.7%
Cc1ccc(C(=O)CNc2cccc([N+](=O)[O-])c2)cc1
  i	6.6	9.0	703	2.1	2.0	7.1	i	0.9	0.3	-0.305	-0.11	-0.12	0.36	-0.1	1080	-0.59	1114	-11.4%
COC(=O)c1cn(NC(=O)CCC2CCCC2)c(=O)c2ccccc12
  i	-2.2	-14.3	730	1.7	1.6	11.4	i	-2.9	-9.5	-0.149	0.46	0.268	0.583	2.8	1070	-0.19	859	-0.9%
CCOC(=O)/C(C#N)=C1/C=C(C)c2ccccc2N1
  i	-2.8	-3.7	694	3.7	2.9	4.5	i	0.1	3.9	-0.731	-0.318	-0.0741	0.802	-0.1	1069	-0.46	1256	14.8%
COC(=O)Cc1ccc(NC(=O)C(c2ccccc2)c2ccccc2)cc1
  i	10.1	-20.4	654	2.4	3.1	7.7	i	-15.7	-17.0	-0.176	0.0485	0.596	-0.457	-1.2	577	-0.03	1332	-1.5%
CSc1sc(C(=O)NN)c2c1C1(CCC2)SCCS1
  /	/	-28.5	679	/	/	/	i	/	/	0.268	-0.196	0.142	-0.472	-2.6	1196	-0.25	1415	21.0%
COc1ccccc1NCC(O)COc1ccc(C(C)(C)C)cc1 (stereo not drawn)
  i	16.6	-16.0	617	0.7	0.6	5.0	i	25.6	-8.9	-0.461	-0.0466	0.301	0.211	-1.6	1103	0.99	1484	7.7%
Cc1ccc(C)c(-c2nn(-c3cc(N4CCN(CCO)CC4)ccc3[N+](=O)[O-])c(=O)c3ccccc23)c1
  i	7.7	/	/	3.4	1.2	7.5	i	/	/	-0.383	-0.199	0.106	0.977	/	/	/	/	20.5%
COc1ccc(C2C(C(=O)NCCCN3CCOCC3)c3ccccc3C(=O)N2c2ccc(OC)cc2)cc1 (stereo not drawn)
  i	22.5	3.9	711	2.3	2.5	7.7	i	7.4	-2.9	1.66	-0.158	1.04	-1.55	-0.6	1067	-1.06	1416	32.1%
NC(=O)CC(NC(=O)Cc1cccc2ccccc12)c1ccc(NCc2ccccc2)c([N+](=O)[O-])c1 (stereo not drawn)
  /	/	-10.9	745	/	/	/	i	/	/	-1.29	-0.681	-0.643	1.01	0.5	1337	-0.15	964	9.7%
COc1ccc(C(=O)/C=C/c2ccccc2)c(OC)c1
  i	-4.5	-1.4	623	10.7	14.8	15.0	i	5.1	-3.9	-2.34	0.238	-1.22	0.961	1.6	1053	-1.09	1206	-72.5%
Cc1nnc(SCCn2c(N(C)Cc3ccccc3)nc3c2c(=O)n(C)c(=O)n3C)s1
  i	-1.0	/	/	3.1	1.3	5.5	i	/	/	-0.571	-0.253	-0.542	-0.213	/	/	/	/	/
Cc1cccc(C)c1-n1c(C)cc(/C=N\NC(=O)CC(=O)NC2CCCCC2)c1C
  i	42.8	-23.4	542	2.2	2.8	8.2	i	11.7	3.0	-0.26	-0.279	-0.272	0.836	/	/	-0.88	1144	-8.2%
CC(C)n1nnnc1SCC(=O)c1ccc2c(c1)OCCO2
  i	-7.5	/	/	2.4	1.2	0.4	i	3.3	5.5	0.273	-0.196	-0.806	-0.436	-0.2	1384	-0.04	1608	-8.9%
COc1cc2nc(CN3CCN(C(c4ccccc4)c4ccccc4)CC3)[nH]c(=O)c2cc1OC
  /	/	4.2	677	/	/	/	i	/	/	-0.785	0.377	0.415	-0.221	0.5	1337	0.19	943	2.4%
CCn1cc(C(=O)N2CCN(c3ccc(OC)cc3)CC2)c2cc(OC)c(OC)cc2c1=O
  i	-0.3	0.9	692	3.1	3.1	7.5	i	-11.6	-14.8	-0.307	-0.211	-0.153	-0.465	-2.0	1159	-0.4	1304	7.7%

Continued:
Under each structure – Autophagy HCS	Autophagy HCS cell loss 18 h	Hep lipid drop	Hep lipid drop cells 6.5 µM	MT stabilize HCS	MT stabilize HCS Hoechst-high %	MT stabilize HCS cytotoxicity %	Yfh1-off respiration	WT yeast gro inh	WT yeast gro inh mutant strain	Dynein transport	Dynein transport cytoplasmic EGFP	Dynein transport nuclear GR-EGFP	Dynein transport cell count	b-catenin transl	b-catenin transl cell count 5 µM	Insulin prom up	Insulin prom up cell count	NOD2 inhibition
O=C(NCc1ccco1)c1scc2c1OCCO2
  i	21.4	/	/	3.5	1.8	1.6	i	19.2	20.8	-0.658	0.0338	-0.146	-0.0247	-1.5	900	1.28	1316	18.6%
NC(=O)COc1ccc(=O)n(-c2ccccc2)n1
  /	/	/	/	3.5	2.5	8.7	i	4.4	-2.5	-0.262	-0.17	-0.111	-0.177	/	/	0.18	954	-16.2%
Cc1ccc(C(=O)/C=C/NCc2ccc(F)cc2)cc1
  i	-0.1	2.4	701	2.5	2.4	13.8	i	8.0	17.8	-0.23	-0.186	-0.054	0.251	0.1	1119	1.05	1357	-7.8%
Cc1cccc(CSc2nc3c(c(=O)[nH]2)CCCC3)c1
  i	3.3	-17.2	683	2.4	2.8	9.5	i	-7.1	-11.6	-0.45	-0.125	0.636	0.262	-1.7	567	0.11	1270	17.7%
Cc1ccc(Nc2ccc(C(F)(F)F)cc2[N+](=O)[O-])cc1
  i	-11.4	23.9	666	4.0	2.4	2.3	i	12.8	-3.3	-0.0296	-0.249	0.0371	0.899	-0.8	1123	0.7	1354	16.6%
Cc1ccc(CNC(=O)CSCc2ccccc2F)cc1
  i	-13.1	-5.4	727	5.6	2.0	3.9	i	10.4	-6.9	-0.616	-0.166	-0.552	0.511	-0.3	1130	0.7	1025	-58.8%
Cc1csc(-c2cnn(-c3ccccc3)c2NC(=O)c2ccccc2)n1
  i	5.0	/	/	3.9	1.9	7.1	i	-1.1	-8.6	-0.657	-0.188	0.0138	0.252	-0.3	1091	-1.65	1140	15.6%
CCOC(=O)COc1nc(-c2ccco2)cc(-c2ccco2)c1C#N
  /	/	-6.4	648	/	/	/	i	/	/	0.834	-0.104	0.935	-1.62	0.7	1319	0.77	1105	-27.1%
COc1ccc(C(C)n2c(C)c3c(C)nnc(C)c3c2C)cc1 (stereo not drawn)
  i	2.1	/	/	2.3	1.8	6.8	i	-15.2	13.0	-0.619	-0.22	-0.945	1.35	/	/	/	/	3.8%
COc1ccc(-c2nnc(SCc3csc(N)n3)n2C)cc1
  i	4.7	/	/	3.9	2.2	11.6	i	-4.6	-9.0	-0.521	-0.15	0.181	0.721	-0.1	1172	-0.06	1151	10.5%
COc1ccc(N(CC(=O)N2CCc3ccccc3C2)S(C)(=O)=O)cc1OC
  i	-0.9	9.2	841	1.5	0.8	6.9	i	16.4	13.0	-0.102	-0.403	-0.175	0.0422	-6.3	1188	-0.47	992	16.8%
CCNc1nc(NCC)nc(SCCOc2ccc(C)cc2)n1
  i	10.5	-11.6	761	4.7	2.4	12.3	i	87.7*	82.4*	1.51	-0.209	1.31	-0.689	-4.0	577	-0.56	1192	-15.5%
O=C(NCc1ccco1)C12CC3CC(C1)CC(C(=O)NCc1ccco1)(C3)C2
  i	-12.0	/	/	4.2	2.9	8.2	i	-5.9	-6.0	-0.697	-0.303	-0.19	0.362	-5.4	933	1.29	1209	9.5%
COC(=O)c1ccc(/C=C2/SC(=S)N(CCCC(=O)Nc3ccccn3)C2=O)cc1
  i	-17.5	4.2	658	2.1	3.1	5.7	i	-10.7	-18.9	-1.06	-0.281	-0.851	1.02	1.6	913	-0.04	1234	6.3%
O=C(NC1Cc2ccccc2C1)c1cc(COc2ccc(F)cc2Cl)on1
  i	6.8	7.0	723	1.0	1.2	3.1	i	8.7	9.0	-0.719	-0.117	-0.204	0.631	-2.2	983	0.92	1468	6.2%
C/C(=N\NC(=O)CSc1ncccn1)c1ccc2c(c1)OCCO2
  i	-8.7	9.9	700	4.1	1.2	13.4	i	2.2	-5.9	0.728	-0.275	0.997	-0.746	-3.7	1052	0.6	1147	9.5%
O=C(NCc1ccc(C(F)(F)F)cc1)C1CC(c2ccccc2[N+](=O)[O-])=NO1 (stereo not drawn)
  i	-2.4	/	/	1.7	1.0	8.7	i	13.5	23.6	2.57	-0.0488	1.76	-1.69	-0.8	1460	0.95	1439	8.4%

Assay outcomes deposited in PubChem by several laboratories.

A portion of the library; count on the stated rates, not on these rows.
